bovine MsrA act: bovine MsrA enzyme activators, primary screen, biochemical, absorbance, HTS; Methionine sulfoxide reductase A (Bos taurus); purified bovine MsrA, absorbance read-out; activation, % at 10.6 µM; hit rate 0.3% among 360,000; in the data active means activation above about 7.5%;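 further: 0% = vehicle and 100% = reference activator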
LMPTP block: LMPTP phosphatase inhibitors, primary screen, biochemical, fluorescence intensity, uHTS. inhibition, % at 20 µM. hit rate 0.22% among 360,000. AID 651560, 2012. recombinant LMPTP-A, OMFP fluorogenic substrate. Low molecular weight phosphotyrosine protein phosphatase (Homo sapiens), P24666;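 active means compounds that cut the enzyme signal by at least half of the control window in the single-dose screen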;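 further: plate controls were DMSO wells with enzyme plus substrate for no effect and substrate without enzyme for full effect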
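Material: LMPTP-A; amount: 0.625 nM enzyme; doses: single 20 µM dose; times: reaction 50 min, room temperature, dark; technique: fluorescence intensity of OMFP turnover product; benchmarks: no-enzyme and uninhibited controls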
MsrA inh: bovine MsrA enzyme inhibitors, primary screen, biochemical, absorbance, HTS. AID 651718, 2012. hit rate 0.75% among 360,000. purified bovine MsrA, absorbance read-out. Methionine sulfoxide reductase A (Bos taurus). inhibition, % at 15.5 µM; in the data active means inhibition above about 4.5%;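 further: 0% = vehicle wells with enzyme and 100% = reference inhibitor wells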
SUMO1-SIM PPI: modulators of SUMO1 protein-protein interactions, primary screen, biochemical, uHTS. AID 602429, 2012. hit rate 0.33% among 360,000. SUMO1 binding to a labelled peptide, TR-FRET, 1 h. inhibition, % at 20 µM. Small ubiquitin-related modifier 1 (Homo sapiens), P63165; in the data active means inhibition above about 37%
eLon inh: inhibitors of E. coli Lon protease, primary screen, biochemical, fluorescence polarization; P0A9M0; inhibition, % at 7.94 µM; purified E. coli Lon protease; hit rate 0.42% among 360,000; in the data active means inhibition above about 13%, passing the limit was not always enough;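 further: 0% = enzyme with probe and DMSO and 100% = no enzyme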
TbMetRS inhib: T. brucei MetRS inhibitors, primary screen, biochemical, luminescence; purified T. brucei MetRS, ATP depletion, Kinase-Glo luminescence; inhibition, % at 11.9 µM; hit rate 0.4% among 360,000; AID 624268, 2012;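 active means inhibition above a per-plate cutoff of the control wells' mean inhibition plus 3 SD, cut at about 5.5% in these data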;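 further: 0% = DMSO wells median and 100% = median of wells with control inhibitor compound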
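technique = Kinase-Glo luminescence, ATP depletion format | system = purified MetRS (methionyl-tRNA synthetase) enzyme from Trypanosoma brucei | timing = 15 min preincubation, 2 h reaction, all 25 °C | evaluation = percent inhibition versus plate control medians | dosing = single dose, 11.9 µM final nominal, 0.9% final DMSO | also added = substrates ATP, L-methionine and bulk Escherichia coli tRNA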
Scp1 inh: Scp-1 phosphatase inhibitors, primary screen, biochemical, colorimetric, uHTS; inhibition, % at 20 µM; Recombinant Scp1, phosphopeptide, malachite green phosphate absorbance; hit rate 0.88% among 340,000; AID 493091, 2011; Carboxy-terminal domain RNA polymerase II polypeptide A small phosphatase 1 (Homo …;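 active means inhibition above about 50% at 20 µM, limit read from the data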;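 further: plate controls were DMSO wells with enzyme for no effect and wells lacking enzyme for full effect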
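System: SCP-1 catalytic domain; Reagent: Phospho 17-mer peptide substrate; Doses: one concentration, 20 µM, with 1.0% DMSO; Incubation: 45 min room-temperature reaction, 5 min colour, 30 min stabiliser; Signal: Phosphate-binding colour reagent, absorbance read at 630 nm.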
STEP block: STEP phosphatase inhibitors, primary screen, biochemical, fluorescence intensity, uHTS; inhibition, % at 20 µM; recombinant STEP, OMFP fluorogenic substrate; hit rate 0.25% among 360,000; AID 588621, 2011;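 active means inhibition at 20 µM, scaled per plate between control wells, above about 37%, limit read from the data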;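 further: 0% = DMSO with enzyme and substrate and 100% = substrate only without enzyme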
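Assay system: isolated STEP enzyme. Buffer or medium: pH 6.0 Bis-Tris with DTT and Tween 20. Also added: fluorogenic phosphatase substrate OMFP at 25 µM final. Dosing: 20 µM, 1% DMSO. Timing: 20 min reaction, room temperature, in the dark. Measured by: fluorescence intensity, excitation 480 nm, emission 540 nm. Evaluation: normalized % inhibition.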
CendR NRP1 mod: modulators of CendR peptide binding to NRP-1, primary screen, biochemical, fluorescence polarization, uHTS; Neuropilin-1 (Homo sapiens), O14786; FAM-RPARPAR peptide binding to NRP-1; inhibition, % at 25 µM; hit rate 0.85% among 360,000; AID 602438, 2012;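 active means inhibition or corrected inhibition above about 18%, plus a signal ratio from 0.5 to 1.5, limit read from the data, passing the limit was not always enough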; further: strong numbers were not always called active
DNMT1 inh: human DNMT1 methyltransferase inhibitors, primary screen, biochemical, molecular beacon, fluorescence, HinP1I cleavage, uHTS | DNA (cytosine-5)-methyltransferase 1 (Homo sapiens), P26358 | hit rate 0.83% among 360,000 | inhibition (reported as % activation of signal), % at 10 µM; in the data active means inhibition above about 50%
Target sequence (P26358 504-1616 limits assumed): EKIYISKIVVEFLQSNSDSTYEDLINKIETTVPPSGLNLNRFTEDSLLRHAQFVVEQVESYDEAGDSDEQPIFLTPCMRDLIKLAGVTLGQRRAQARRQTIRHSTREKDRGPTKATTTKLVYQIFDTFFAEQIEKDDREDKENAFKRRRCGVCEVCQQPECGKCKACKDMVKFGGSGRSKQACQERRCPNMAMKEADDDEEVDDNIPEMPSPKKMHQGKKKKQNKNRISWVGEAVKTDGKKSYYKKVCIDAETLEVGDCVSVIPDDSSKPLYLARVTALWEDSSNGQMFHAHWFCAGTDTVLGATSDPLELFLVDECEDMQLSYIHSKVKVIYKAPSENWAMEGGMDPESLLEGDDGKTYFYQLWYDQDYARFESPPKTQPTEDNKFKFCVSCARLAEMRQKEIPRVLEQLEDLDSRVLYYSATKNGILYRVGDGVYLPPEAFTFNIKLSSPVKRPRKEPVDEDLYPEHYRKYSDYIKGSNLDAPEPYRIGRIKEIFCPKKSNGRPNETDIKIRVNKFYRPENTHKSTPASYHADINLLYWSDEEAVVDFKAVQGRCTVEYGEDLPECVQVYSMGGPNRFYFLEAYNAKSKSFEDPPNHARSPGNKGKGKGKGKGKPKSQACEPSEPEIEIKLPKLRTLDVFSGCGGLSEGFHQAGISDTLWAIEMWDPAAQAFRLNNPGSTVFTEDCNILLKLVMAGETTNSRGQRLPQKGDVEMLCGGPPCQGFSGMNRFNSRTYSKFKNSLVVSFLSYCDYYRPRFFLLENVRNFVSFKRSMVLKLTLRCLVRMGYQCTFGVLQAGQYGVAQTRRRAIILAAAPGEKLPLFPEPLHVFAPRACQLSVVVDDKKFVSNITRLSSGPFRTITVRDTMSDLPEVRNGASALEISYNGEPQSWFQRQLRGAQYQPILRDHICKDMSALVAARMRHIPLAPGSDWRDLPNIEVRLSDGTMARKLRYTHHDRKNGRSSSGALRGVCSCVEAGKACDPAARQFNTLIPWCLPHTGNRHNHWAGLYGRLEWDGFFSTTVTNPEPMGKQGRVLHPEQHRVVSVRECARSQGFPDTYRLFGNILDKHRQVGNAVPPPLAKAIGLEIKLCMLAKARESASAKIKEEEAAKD
Starred values were filed as active, the others as inactive; nt = no result given. Rows are unselected. About 4.3% of those tested had a hit in this group.

Screens in order: bovine MsrA act	LMPTP block	MsrA inh	SUMO1-SIM PPI	eLon inh	TbMetRS inhib	Scp1 inh	STEP block	CendR NRP1 mod	DNMT1 inh
CCCC/C(O)=C/c1nc2ccccc2[nH]c1=O
 : -12	-1.1	1.8	-14	-3	-0.6	-13	0	-4	-4
COc1ccc(/C=N/Nc2nccnc2Cl)c(OC)c1
 : -4	1.6	2.1	-6	3	-0.5	-11	-1	15	3
COC(=O)[C@@]12C[C@@H](CC(=O)NCCc3ccccc3OC)C(=O)N(Cc3ccccc3)C1=CCC(C)(C)C2
 : nt	1.8	-1.0	4	nt	-0.2	nt	nt	4	nt
C=C(C)CSc1nnc2[nH]c(=O)cc(N)n12
 : -1	-0.9	0.3	1	-6	-0.6	-15	2	8	1
CN(C)S(=O)(=O)c1cccc(CSCc2cccc(S(=O)(=O)N(C)C)c2)c1
 : -4	1.4	-0.3	6	12	-0.3	-11	-2	12	2
COc1cccc(C(=O)NCc2ccc3[nH]c(C)cc3c2)c1
 : -1	6.2	-0.5	-12	19	-0.6	-8	-1	-58	-9
CCN1CCN(Cc2c(C(=O)N/N=C(\C)c3ccc(Cl)cc3)nnn2-c2nonc2N)CC1
 : -4	-1.2	-1.0	-5	0	-0.2	-4	-1	-1	-1
C=CCn1c(SCC(=O)NCC2CCCO2)nc2sc(CC)cc2c1=O (centres undefined)
 : -2	-0.8	0.0	3	-5	-0.3	0	0	3	6
CCCCC(=O)NC(NC(=S)N1CCCCCC1)C(Cl)(Cl)Cl (centres undefined)
 : -4	-1.1	2.2	5	4	-0.5	-7	-2	-1	0
COc1cccc(-c2cc3nc(Nc4ccc(OC)c(OC)c4)n(C)c(=O)c3s2)c1
 : 0	3.6	-0.4	-26	-5	-0.3	nt	-2	1	-14
COc1ccccc1C(=O)Nc1c(C)cc(Br)cc1C
 : -11	-0.7	1.5	-5	-3	0.7	-7	-2	7	5
Cc1ccc2c(Cl)cc(Cl)c(OCC(=O)NCCc3ccccn3)c2n1
 : -11	4.2	2.4	-2	-5	-1.3	-1	-1	5	4
CCCNC(=O)NC(=O)CSc1nnc(C)n1N
 : 3	1.4	0.4	-7	-6	-0.7	-12	-2	-25	0
CC1(C)Cc2c(sc3[nH]c(=S)n(Cc4ccco4)c(=O)c23)CO1
 : -1	-0.2	3.1	4	-8	-0.2	-7	1	-11	2
O=Cc1c(-c2ccccc2)nc2ccccn12
 : -2	-1.8	13*	-2	0	-0.5	-2	-2	0	2
O=c1nccc(N/N=C/c2ccccc2)[nH]1
 : -2	-0.7	2.9	-7	-8	-0.3	0	1	9	-4
CCCN(CCC)C(=O)C(c1ccccc1)C1(O)CCCCC1 (centres undefined)
 : 1	-3.1	-0.8	0	2	-0.5	1	2	-3	-1
CN(C(=O)COC(=O)c1ccc(CN2CCCC2=O)cc1)c1ccccc1
 : -2	-0.2	-0.4	0	-5	-0.5	-2	-1	3	1
O=C(CSc1nccc(=O)[nH]1)NCc1ccco1
 : -4	1.1	-1.3	27	-3	-0.6	93*	10	-13	77*
O=C(COC(=O)c1ccc(S(=O)(=O)N2CCCCCC2)cc1)Nc1ccccc1C(F)(F)F
 : -6	-2.5	0.1	10	-18	-0.4	nt	0	7	23

The closing 3 compounds of the section before lead into the next:
Screens in order: bovine MsrA act	LMPTP block	MsrA inh	SUMO1-SIM PPI	eLon inh	TbMetRS inhib	Scp1 inh	STEP block	CendR NRP1 mod	DNMT1 inh
CN(C(=O)COC(=O)c1ccc(CN2CCCC2=O)cc1)c1ccccc1
 : -2	-0.2	-0.4	0	-5	-0.5	-2	-1	3	1
O=C(CSc1nccc(=O)[nH]1)NCc1ccco1
 : -4	1.1	-1.3	27	-3	-0.6	93*	10	-13	77*
O=C(COC(=O)c1ccc(S(=O)(=O)N2CCCCCC2)cc1)Nc1ccccc1C(F)(F)F
 : -6	-2.5	0.1	10	-18	-0.4	nt	0	7	23
Cc1cccc(N(C)C(=S)Oc2ccc3ccccc3c2)c1
 : -3	2.2	-0.6	2	3	-0.2	-12	-4	-8	0
O=[N+]([O-])c1c(NCCO)cc(N2CCCCC2)c2nonc12
 : -3	0.0	4.2	-14	-7	0.0	-7	2	-5	-3
CC(=O)NC1C(=O)N=C(SCC(=O)Nc2cccc(Cl)c2)NC1=O (centres undefined)
 : -2	0.3	0.8	0	10	0.4	-6	2	11	0
CCC(C)NC(=O)c1ccc(Cl)c(S(=O)(=O)Nc2ccccc2N2CCOCC2)c1 (centres undefined)
 : 0	-0.2	0.1	1	-9	-0.2	4	1	11	-3
O=C1NC[C@H](CCCCN2C[C@H](Cc3ccccc3)N(CC3CCCCC3)C(=O)C2=O)N(CCc2ccc(O)cc2)C1=O
 : -3	0.0	-0.7	-1	-4	-0.2	nt	nt	-6	nt
O=C(NC1CCCC1)C(c1ccco1)N1CCN(c2c(Cl)cncc2Cl)CC1 (centres undefined)
 : nt	0.3	-1.5	-6	nt	-0.3	nt	nt	1	nt
CCc1c(C)c(C#N)c2[nH]c3ccccc3n2c1=S
 : 0	3.5	1.7	-1	-16	-0.5	7	-1	-3	-2
CN1C(=O)C(O)(CC(=O)c2ccccn2)c2cc(Br)ccc21 (centres undefined)
 : 2	-1.1	0.4	-6	-2	0.0	3	9	5	-6
Cc1cccc(CN2C(=O)/C(=C\c3ccc(C(=O)NCCN4CCOCC4)cc3)Sc3ccccc32)c1
 : -4	1.0	nt	-19	-5	-0.2	3	7	-4	-15
CCc1nc2c(OCc3ccc(C#N)cc3)cccn2c1N(C)C(=O)c1cccs1
 : 4	0.1	0.5	0	3	0.1	nt	1	4	-4
O=C(CCCc1ccccc1)Nc1ccccn1
 : -7	-0.7	-0.1	-3	1	-1.2	-3	1	-4	-1
Cc1ccc(S(=O)(=O)NCCNS(=O)(=O)c2ccccc2Br)cc1
 : -4	-2.3	-0.3	1	-4	-1.7	1	-2	0	7
O=C(COc1ccc([N+](=O)[O-])cc1Cl)Nn1cnnc1
 : -6	-3.5	2.2	-20	-8	-0.1	-4	-1	-4	-2
CCOC(=O)C1=C(c2ccccc2)NC(SCC(=O)Nc2ccc(C)cc2)=C(C#N)C1c1ccco1 (centres undefined)
 : -4	2.8	nt	-5	5	-0.4	-6	1	-1	-13
O=C(C1CCCN(S(=O)(=O)c2ccc([N+](=O)[O-])cc2)C1)N1CCCCC1 (centres undefined)
 : 5	1.0	nt	-35	-1	-0.2	-5	1	9	-1
COc1ccc(NC(=O)c2cc(Cl)ccc2NC(=O)c2ccco2)c(OC)c1
 : -1	3.2	-0.5	-2	-2	-0.6	3	-1	-10	0
CC1CCCCC1NC(=O)C(Cc1ccccc1)NS(=O)(=O)c1cccs1 (centres undefined)
 : -8	-0.8	-0.2	-2	-16	-1.4	-1	1	4	5
COC(=O)[C@]1(Cc2ccccc2)N[C@H](c2ccc(-c3cccc(Cl)c3)cc2)[C@@H]2C(=O)N(C)C(=O)[C@@H]21
 : -4	2.5	-0.5	1	-1	-0.2	-4	2	-8	-15
CCCCCCN1C[C@@H](n2cc(-c3ccc(F)cc3)nn2)[C@H](O)C[C@@H]1c1ccc(Cl)cc1
 : -1	1.8	0.1	-4	-5	-0.5	nt	1	5	-3
Cc1cc(-c2ccc(C)c(S(=O)(=O)NCc3ccc(OC(C)C)cc3)c2)on1
 : -4	1.7	0.6	-2	2	-0.2	-8	1	1	4
COC(=O)c1sccc1NC(=O)C1C2C=CC(C2)C1C(=O)O (centres undefined)
 : -3	0.2	0.4	-1	-6	0.2	-2	5	8	4
Cc1ccc(CCNC(=O)CCS(=O)(=O)c2ccc(Br)cc2)cc1
 : -11	0.2	0.0	-4	-4	-1.6	0	-1	4	0
c1ccc2c(C[C@@H]3CNCCN3CCCCC3CCCCC3)cccc2c1
 : 2	-1.8	0.2	-128	-1	0.0	3	1	-13	14

Some entries already given, limited to bovine MsrA act, CendR NRP1 mod and Scp1 inh:
Structure	bovine MsrA act	CendR NRP1 mod	Scp1 inh
O=C(C1CCCN(S(=O)(=O)c2ccc([N+](=O)[O-])cc2)C1)N1CCCCC1 (centres undefined)	5	9	-5
COc1ccc(NC(=O)c2cc(Cl)ccc2NC(=O)c2ccco2)c(OC)c1	-1	-10	3
CC1CCCCC1NC(=O)C(Cc1ccccc1)NS(=O)(=O)c1cccs1 (centres undefined)	-8	4	-1
COC(=O)[C@]1(Cc2ccccc2)N[C@H](c2ccc(-c3cccc(Cl)c3)cc2)[C@@H]2C(=O)N(C)C(=O)[C@@H]21	-4	-8	-4

Source: PubChem BioAssay
